Screening data from PubChem BioAssay.
N370S GC – N370S glucocerebrosidase modulation, Gaucher chaperone candidate. P04062. N370S GC spleen homogenate, 4MU-glucoside fluorescence. Potency, µM (top dose mostly 59.4 µM), without a hit: top-dose activity change, negative = inhibition, hits mostly inhibitors. actives 0.092% (n = 330,000). AID 2101;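 further: 0% = full enzyme activity and -100% = no enzyme basal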
FEN1 inh – inhibitors of human flap endonuclease 1; P39748; Recombinant FEN1 flap cleavage, fluorescence, 15 min; Potency, µM (doses to about 114 µM), for the others: at the highest dose activity change, negative = inhibition, hits mostly inhibitors; actives 0.35% (n = 390,000); AID 588795; further: nearly all actives have a fitted effect of over 65% in size
Target sequence (P39748 whole entry, looked up): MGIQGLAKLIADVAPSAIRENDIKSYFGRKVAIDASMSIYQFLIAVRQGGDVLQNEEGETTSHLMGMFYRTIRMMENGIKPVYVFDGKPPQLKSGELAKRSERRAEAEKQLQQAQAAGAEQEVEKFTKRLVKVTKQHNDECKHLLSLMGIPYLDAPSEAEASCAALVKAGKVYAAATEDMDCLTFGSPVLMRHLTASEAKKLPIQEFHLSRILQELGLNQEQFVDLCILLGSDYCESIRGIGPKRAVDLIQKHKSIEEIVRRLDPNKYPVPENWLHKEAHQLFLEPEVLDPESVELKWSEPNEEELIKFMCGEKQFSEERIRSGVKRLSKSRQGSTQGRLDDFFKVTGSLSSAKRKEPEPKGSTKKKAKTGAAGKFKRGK
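FEN1 at 10 nM, compound pretreatment for 15 min (room temperature), 50 nM final substrate to initiate; endpoint reads at 0 and 15 min; DMSO-only plates used as vehicle background.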
TDP1 block – TDP1 (human) enzyme inhibition; Q9NUW8; recombinant TDP1, AlphaScreen DNA substrate cleavage; Potency, µM (doses to about 130 µM), for inactives: at the top dose activity change, negative = inhibition, actives largely listed as inhibitors; actives 0.28% (n = 350,000); AID 485290; further: nearly all actives have a fitted effect of over 40% in size
Target sequence (Q9NUW8 whole entry, looked up): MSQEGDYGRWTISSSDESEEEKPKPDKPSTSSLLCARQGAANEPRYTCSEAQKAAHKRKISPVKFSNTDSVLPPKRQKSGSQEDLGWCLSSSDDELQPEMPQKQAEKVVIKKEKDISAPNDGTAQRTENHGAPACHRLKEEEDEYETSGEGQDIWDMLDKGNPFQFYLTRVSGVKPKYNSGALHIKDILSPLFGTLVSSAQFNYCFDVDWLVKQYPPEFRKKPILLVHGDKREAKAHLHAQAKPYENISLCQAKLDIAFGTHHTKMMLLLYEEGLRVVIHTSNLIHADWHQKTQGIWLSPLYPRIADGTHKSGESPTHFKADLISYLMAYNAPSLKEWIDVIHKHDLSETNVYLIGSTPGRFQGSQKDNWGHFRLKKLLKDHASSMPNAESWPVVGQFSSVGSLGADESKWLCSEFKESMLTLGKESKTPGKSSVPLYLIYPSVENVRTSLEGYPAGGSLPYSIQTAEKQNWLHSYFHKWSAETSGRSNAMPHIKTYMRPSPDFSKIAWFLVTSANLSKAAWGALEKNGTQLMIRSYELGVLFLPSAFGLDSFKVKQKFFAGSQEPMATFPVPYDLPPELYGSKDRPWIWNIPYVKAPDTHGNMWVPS
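Steps: enzyme plus compound, 15 min RT; add biotin/phosphotyrosine-FITC oligonucleotide (15 nM final), react 5 min; add donor/acceptor beads (10 ug/ml final), 10 min; read AlphaScreen. Tdp1 at 1 nM final.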
The depositor's hits bear a star; ? = inconclusive; nt = not tested or not shown; & = joins results of further samples; [ ] = dose if it differs, or a comment. The call rests on the fitted dose curve; in most records, active means well fitted curve in the direction sought with a large enough effect; inconclusive means small, poorly fitted or top-dose-only effect, or another doubt; inactive means no such curve, though single readings can be large; an effect the other way counts as inactive or inconclusive. Unless noted, on the % scale 0 is the no-effect control and ±100 the full control effect; potency means the concentration at half of the fitted maximal effect. The order is random (roughly 0.53% active in at least one column).

structure	N370S GC	FEN1 inh	TDP1 block
Cc1ccccc1NC(=O)C1(NC(=O)c2cccc(N3C(=O)CSC3c3ccccc3)c2)CCCCC1 (stereo not given)	-25%	-12%	4%
N#Cc1c(/N=C/c2cc3ccccc3s2)sc2c1CCC2	5%	2%	1%[56.1 µM]
CC1CCN(C(=O)Cn2cnc3c(cnn3C(C)(C)C)c2=O)CC1	-2%	4%	2%
Nc1ccc2c(c1)nnn2-c1ccccc1	10%	3%	4%
O=C(O)c1cc(-c2ccccc2Cl)n(-c2ccccc2)n1	3%	1%	nt
O=C(NC(=S)Nc1cccnc1Cl)c1ccc(Cl)cc1	-5%	0%	nt
Cc1ccc(-c2cc(C(=O)Nc3nccs3)c3ccccc3n2)c(C)c1	5%	?	3%
COCCN1C(=O)c2[nH]nc(-c3ccccc3O)c2C1c1ccc(Cl)c(Cl)c1 (stereo not given)	nt	-4%	12%
O=C(Nc1ccc(N2CCOCC2)cc1)c1cccc2ccccc12	-1%	0%	7%
CC(=O)Nc1ccc(NC(=O)C(C)OC(=O)C2CC(=O)N(CCc3ccccc3)C2)cc1 (stereo not given)	-9%	1%	4%
CC1CCC(NC(=O)c2cccc(S(=O)(=O)N3CCN(c4ccc(F)cc4)CC3)c2)CC1 (stereo not given)	-3%	0%	-6%
CCSc1ccc([C@@H]2[C@H]3C(=O)N(C)C(=O)[C@H]3[C@]3(C(=O)OC)CCCCN23)cc1	-6%	?	1%
CCN(CC)c1ccc(C(=O)N/N=C/c2ccc(N3CCOCC3)cc2)cc1	6%	3%	-3%
NS(=O)(=O)c1ccc(CCNC(=O)CCCCCn2c(=O)[nH]c3ccccc3c2=O)cc1	nt	12%	-4%
Cc1ccc(NC(=O)CN2C(=O)NC(C)(c3ccc(Cl)cc3)C2=O)cc1 (stereo not given)	-19%	-3%	8%
CC(C)Cc1ccc(S(=O)(=O)N2CCOCC2)cc1	6%	14%	0%
Cc1cc(=O)[nH]c(SCC(=O)Nc2nnc(SCc3ccccc3)s2)n1	-21%	0%	2%
COc1ccc(C2(CNS(=O)(=O)c3ccc(C)cc3)CCOCC2)cc1	13%	-19%	-3%
COc1ccc(C(=O)NNC(=O)CSc2nc3c([nH]2)c(=O)n(C)c(=O)n3C)cc1	2%	1%	8%
CC[C@@]1(C(=O)OC)N[C@H](CN(C)C(=O)NC(C)C)[C@@H]2C(=O)N(C)C(=O)[C@@H]21	nt	-5%	0%
CCOc1ccccc1/C=N/Nc1nc(C)cc(=O)[nH]1	-8%	0%	nt
COc1cc(C(=O)Nc2ccc3ccccc3c2)cc(OC)c1OC	-5%	2%	nt
CCOc1ccc(-c2nonc2NC(=O)c2oc3ccc(CC)cc3c2C)cc1	nt	5%	2%
COc1ccc(C(C)C)cc1S(=O)(=O)n1cnc(C)c1	-1%	1%	9%
COC(=O)c1ccc(OCC(O)CN2C(=O)c3ccccc3C2=O)cc1 (stereo not given)	-4%	5%	nt

Some of these compounds in order of SMILES length, descending:
structure	N370S GC	FEN1 inh	TDP1 block
Cc1ccc(NC(=O)CN2C(=O)NC(C)(c3ccc(Cl)cc3)C2=O)cc1 (stereo not given)	-19%	-3%	8%
CCN(CC)c1ccc(C(=O)N/N=C/c2ccc(N3CCOCC3)cc2)cc1	6%	3%	-3%
CCOc1ccc(-c2nonc2NC(=O)c2oc3ccc(CC)cc3c2C)cc1	nt	5%	2%
CC(C)Cc1ccc(S(=O)(=O)N2CCOCC2)cc1	6%	14%	0%

Next section
structure	N370S GC	FEN1 inh	TDP1 block
CCN1CCc2nc(NC(=O)c3ccc(S(=O)(=O)N(C)C)cc3)sc2C1	-21%	-8%	5%
COc1ccccc1N1CCN(S(=O)(=O)c2ccc(-c3ccc(=O)[nH]n3)o2)CC1	-16%	-5%	3%
O=C(Nc1ccccc1Oc1ccccc1)c1cccc([N+](=O)[O-])c1	10%	-5%	8%
O=C(Nc1ccc([N+](=O)[O-])cc1)N1CCc2ccccc2C1	-2%	-13%	nt
N/C(=C\C(=O)c1cc(Cl)ccc1O)C(Cl)(Cl)Cl	-4%	-13%	8%
O=C1c2ccccc2CN1C(CO)c1ccccc1 (stereo not given)	-9%	2%	nt
Cc1ccc(S(=O)(=O)CCc2nnc(NC(=O)c3cccs3)s2)cc1	-4%	-5%	0%
Cc1cccc2c1-c1sc(C(=O)Nc3cccc([N+](=O)[O-])c3C)cc1CO2	0%	-9%	-8%
COc1ccc2[nH]c(C(=O)NCc3ccccc3)cc2c1	13%	-3%	1%
Cc1ccc(C2=CC(C)(c3ccc(C)cc3)Nc3nc(C(F)(F)F)nn32)cc1 (stereo not given)	14%	-14%	11%
Cc1ccc(S(=O)(=O)n2nc(OC(=O)c3c(F)cccc3Cl)cc2N)cc1	4%	8%	-5%
COC(=O)c1sc2ncccc2c1OCc1cccc(Cl)c1	19%	3%	5%
COc1ccc(-c2noc(CCC(=O)Nc3cccc(C)c3)n2)cc1	-4%	0%	7%
CCOc1[nH]n(-c2ccccc2)c(=O)c1C=Nc1ccc(F)cc1F	-18%	18%	8%
Cc1ccc(CNC(=O)c2ccccc2-n2cnnn2)cc1	18%	2%	0%
Cc1ccc(N2CC(C(=O)NCCS(=O)(=O)N3CCN(c4ccc(F)cc4)CC3)CC2=O)cc1 (stereo not given)	-1%	20%&-7%	0%&4%
O=C(CCn1nnc2ccccc2c1=O)N[C@H](C(=O)O)c1ccccc1	-3%	-7%	4%
CC[n+]1c(/C=C/C=C/N(C(C)=O)c2ccccc2)sc2cc(OC)ccc21	-14%	50µM*	5%
COc1cccc(-c2cc(C(=O)NCC3CCCO3)on2)c1 (stereo not given)	5%	-2%	0%
O=C(CN1C(=O)S/C(=C\C=C\c2ccccc2)C1=O)Nc1cccc(O)c1	-12%	-24%	6%
Cc1cc2nc(C)n3c4ccccc4nc3n2n1	-17%	-1%	7%
CN1CCN(C(=O)C2=C[C@@H](c3ccc4c(c3)OCO4)C[C@@H](OCc3ccc(CO)cc3)O2)CC1	1%	1%	3%
CCCN1Cc2cccc(C(=O)Nc3cccc(C(=O)OCC)c3)c2C1=O	nt	-1%	2%
Nc1nonc1-n1nnc(C(=O)N/N=C/c2c[nH]c3ccccc23)c1-c1ccccc1	-1%	-16%	2%
Cc1ccc(/C=C/C(=O)Nc2sc(C)c(C)c2C(=O)OC(C)C)o1	10%	0%	6%

Rewritten with each value named: entries from further up.
O=C(CN1C(=O)S/C(=C\C=C\c2ccccc2)C1=O)Nc1cccc(O)c1
  N370S GC = -12%
  FEN1 inh = -24%
  TDP1 block = 6%
Cc1cc2nc(C)n3c4ccccc4nc3n2n1
  N370S GC = -17%
  FEN1 inh = -1%
  TDP1 block = 7%
CN1CCN(C(=O)C2=C[C@@H](c3ccc4c(c3)OCO4)C[C@@H](OCc3ccc(CO)cc3)O2)CC1
  N370S GC = 1%
  FEN1 inh = 1%
  TDP1 block = 3%
CCCN1Cc2cccc(C(=O)Nc3cccc(C(=O)OCC)c3)c2C1=O
  N370S GC = nt
  FEN1 inh = -1%
  TDP1 block = 2%

New compounds follow
structure	N370S GC	FEN1 inh	TDP1 block
O=C(CCNC(=O)c1ccc(Br)cc1)NC1CCCc2ccccc21 (stereo not given)	-14%	3%	-11%
CCCOC(=O)c1c(NC(=O)CCC(=O)O)sc2c1CCCCC2	9%	-11%	2%
O=C(C(=O)N1CCOCC1)c1c[nH]c2ccccc12	0%	-10%	2%
CNS(=O)(=O)c1cc(-c2nnc(Nc3cc(C)ccc3C)c3ccccc23)ccc1C	nt	-3%	-1%[12.3 µM]
Cc1ccc2nc(NC(=O)CCCC(=O)O)sc2c1	7%	-6%	nt
O=C(N1CCN(c2ccc(F)cc2)CC1)C12CC3CC(CC(C3)C1)C2	10%	4%	-2%
CCCCOc1ccccc1C1NC(=O)CCC1[N+](=O)[O-] (stereo not given)	2%	2%	nt
COCCN1C(=O)C(=O)/C(=C(/O)c2cccc(S(=O)(=O)N(C)C)c2)C12C(=O)N(C)c1ccccc12 (stereo not given)	-6%	-1%	-2%
O=C(CCSc1nc(-c2ccco2)cc(C(F)(F)F)n1)N1CCCc2ccccc21	3%	-24%	5%
Cc1cc(C)c(C(=O)C(C)OC(=O)c2ccccn2)cc1C (stereo not given)	1%	3%	7%
O=C(NCc1ccccc1)C1CCN(c2ncnc3c2nc2n3CCCCC2)CC1	nt	20%	4%
CCOC(=O)c1cccc(NS(=O)(=O)c2cc3[nH]c(=O)c(=O)[nH]c3cc2C)c1	nt	-10%	7%
COc1ccc(-c2cc(C(F)(F)F)n3nc(C(=O)Nc4c(C)n(C)n(-c5ccccc5)c4=O)cc3n2)cc1	-6%	7%	5%
COc1ccc(S(=O)(=O)N(C)c2c(C)n(C)n(-c3ccccc3)c2=O)cc1OC	24%[2.35 µM]	-6%	-7%
Cc1ccc(NC(=O)CCSc2nc(C)cc(C)n2)cc1	0%	-4%	-6%
CCOc1ccc2nc(SC3CC(=O)N(c4ccccc4)C3=O)sc2c1 (stereo not given)	-13%	16%	-4%
O=C1[C@H]2[C@@H](c3ccc(F)cc3)N3C(=O)N(c4cccc(Cl)c4)C(=O)[C@@]3(Cc3ccc(Cl)cc3)[C@H]2C(=O)N1C1CCCCC1	-3%	-3%	nt
Cc1sc(NC(=O)C2CCCCC2C(=O)O)c(C(N)=O)c1-c1ccccc1 (stereo not given)	3%	2%	3%
CCNc1sc(C(=O)OCC)c(N)c1C#N	-6%	-9%	5%
C#CCSc1nc(-c2ccccc2)c2cc(Cl)ccc2n1	nt	3%	-1%
CCCOc1ccc(OCCSc2nnc(N)s2)cc1	-3%	6%	9%
CNC(=O)c1cc(Nc2nnc(C)c3ccccc23)ccc1OC	3%	2%	0%
COC(=O)c1ccc(C(NC(=O)OCc2ccccc2)/C(C)=C/[C@@H](C)C(=O)NCCN2CCOCC2)cc1 (stereo not given in full)	-12%	nt	3%
O=c1cc(N2CCN(c3ccccc3Cl)CC2)[nH]c(=O)n1Cc1ccc(F)cc1	-12%	-11%	-2%
O=C(CCN1C(=O)c2ccccc2C1=O)Nc1sc2c(c1C(=O)NCc1ccco1)CCCC2	-13%	-11%	7%
COC(=O)C1=C(C)OC(N)=C(C#N)C1c1c(C)nn(-c2ccccc2)c1Cl (stereo not given)	-10%	-6%	2%
O=C(COC(=O)C1CC1)c1c[nH]c2ccccc12	7%	2%	1%
CCN1C(=O)CS/C1=C(\C#N)S(=O)(=O)c1ccccc1	-7%	-7%	4%
CC1CCc2[nH]c3ccc(C(=O)N(C)CC(=O)Nc4ccccc4C(F)(F)F)cc3c2C1 (stereo not given)	-13%	-7%	nt
O=C1CC(c2ccccc2)Cc2nc(N3CCc4ccccc4C3)ncc21 (stereo not given)	4%[12.8 µM]	-5%	-3%
O=C(NCc1nc2ccccc2[nH]1)C1CCCCC1	4%	3%	4%
O=C(Cc1ccc(Cl)cc1)NC1CCS(=O)(=O)C1 (stereo not given)	5%	-4%	2%
Cc1cccc(N=c2c([N+](=O)[O-])nn(-c3ccc(Cl)cc3)n2O)c1	-3%	-1%	12%
CCN(CC)C(=O)c1sc2nc(-c3ccncc3)[nH]c(=O)c2c1C	-18%	0%	0%
Cc1ccc(C(=O)N2CCOCC2)cc1[N+](=O)[O-]	-2%	-3%	3%
CC1=NC(=O)C(N=Nc2ccccc2C(=O)O)N1c1ccccc1 (stereo not given)	-3%	2%	2%
CC1=NNC(=O)C1CCC(=O)N/N=C\c1ccccc1[N+](=O)[O-] (stereo not given)	2%	-17%	4%
C/C(N)=C(/C#N)C(=O)COC(=O)CSc1ccccc1	2%	-1%	3%
CCOc1ccc(C(=O)OCC(=O)NCc2ccccc2)cc1OCC	nt	-2%	0%[56.1 µM]
Cc1ccccc1-c1nc(CN2CCSCC2)c(C)o1	-11%	-1%	3%
Nc1ccccc1SCC(=O)Nc1nc(-c2ccccc2)cs1	9%	-13%	-11%
CC1CCN(c2nc3ccc(C(=O)N4CCN(Cc5ccc6c(c5)OCO6)CC4)cc3s2)CC1	-11%	8%	0%

Compound profiles (already shown):
Shown for CCOc1ccc(C(=O)OCC(=O)NCc2ccccc2)cc1OCC : N370S GC = nt; FEN1 inh = -2%; TDP1 block = 0%[56.1 µM]
Shown for COCCN1C(=O)c2[nH]nc(-c3ccccc3O)c2C1c1ccc(Cl)c(Cl)c1 (stereo not given) : N370S GC = nt; FEN1 inh = -4%; TDP1 block = 12%
